Source: PubChem
p53 reactivator = restores transcriptional activity of mutant p53; H1299 p53-A138V BP100-luciferase reporter, luminescence, 24 h; 320,000 compounds, 0.063% hits; Potency, µM (titrated, usually from 92.2 µM), without a hit: at the top dose activity change, positive = activation, hits mostly activators; note: potency is the fitted concentration of half-maximal effect; % of control where 0% means no effect; nearly all actives have a fitted effect of over 45% in size
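H1299 (p53-null), stable ts p53-A138V + BP100-Luc; 1000 cells/well, Opti-MEM/10% FBS; cpd 4 pt, 1:5; 24 h, 37 deg C, 5% CO2; detection reagent 10 min RT; luminescence.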
VP16 counter = counter-screen for ROR gamma inhibitors: Gal4-VP16 reporter | Drosophila S2 Gal4-VP16 UAS-luciferase, luminescence, 20 h | Potency, µM (titrated, usually from 53.6 µM), without a hit: top-dose activity, negative = inhibition, most hits filed as inhibitors | AID 2546 | 310,000 compounds, 3.5% hits;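 note: Gal4-VP16 expression switched on by copper sulfate through the metallothionein promoter; potency is the fitted concentration of half-maximal effect; % is set by controls: 0 for no effect and ±100 for the full control effect; nearly all actives have a fitted effect of over 50% in size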
PKM2 activator = increases activity of human pyruvate kinase M2. P14618. Potency, µM (top dose mostly 57.5 µM), for inactives: at the top dose activation, usual class: activators. 260,000 compounds, 0.34% hits. purified PKM2, Kinase-Glo ATP luminescence, activation; response scale: 0% is enzyme alone, no compound; note: potency is the fitted concentration of half-maximal effect; % is set by controls: 0 for no effect and ±100 for the full control effect; nearly all actives have a fitted effect of over 55% in size
Target sequence (P14618 whole entry, looked up): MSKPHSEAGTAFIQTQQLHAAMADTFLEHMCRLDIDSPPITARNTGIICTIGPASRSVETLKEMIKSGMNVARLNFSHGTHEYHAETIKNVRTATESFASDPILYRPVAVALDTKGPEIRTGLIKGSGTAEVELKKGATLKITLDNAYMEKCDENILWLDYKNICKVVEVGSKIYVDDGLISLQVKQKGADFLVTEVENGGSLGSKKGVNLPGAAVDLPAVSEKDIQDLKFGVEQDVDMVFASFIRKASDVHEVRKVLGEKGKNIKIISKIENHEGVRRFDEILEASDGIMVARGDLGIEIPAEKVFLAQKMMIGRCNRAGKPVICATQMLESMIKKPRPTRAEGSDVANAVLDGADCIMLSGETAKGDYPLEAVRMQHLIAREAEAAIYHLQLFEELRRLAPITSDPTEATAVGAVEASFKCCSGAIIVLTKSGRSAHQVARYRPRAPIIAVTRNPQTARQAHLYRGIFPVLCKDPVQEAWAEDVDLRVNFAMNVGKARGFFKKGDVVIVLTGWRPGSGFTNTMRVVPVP
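ATP formation by purified human PK-M2, quantified via coupled luciferase luminescence after 1 h at room temperature with 0.1 mM ADP and 0.5 mM PEP final.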
Giardia killer = Giardia lamblia killing. activity change, % at 7.66 µM, hits read low. Giardia lamblia trophozoite viability. 340,000 compounds, 0.15% hits; in the data active = activity change below about -80%; inconclusive = between about -30% and that limit;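 note: parasites exposed to compound for two days anaerobically before the ATP read; % is set by controls: 0 for no effect and ±100 for the full control effect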
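ATP-content bioluminescence gauges trophozoite survival. Cells (100/well) receive compound and incubate anaerobically for 48 hrs at 37 deg C; detection reagent follows for 15-30 min at room temperature.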
BRCA1 expr act = increases BRCA1 expression. Potency, µM (top dose mostly 46.1 µM), for inactives: at the highest dose activation, hits mostly activators. 380,000 compounds, 1.1% hits. MCF7-BRCA1-FFLuc reporter, luminescence, 48 h; response scale: scaled: vehicle 0%, 10 µM genistein 100%; note: potency is the fitted concentration of half-maximal effect; nearly all actives have a fitted effect of over 80% in size; some results filed as inactive show a strong effect at the top dose
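Luminescence from a BRCA1-driven firefly luciferase in MCF7 cells was read after 48 h compound exposure at 37 C. Data normalized against DMSO and a 10microM genistein activation control, then curve-fitted across the titration.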
ELG1 genotox = induces genotoxicity in HEK293T cells with luciferase-tagged ELG1; 330,000 compounds, 1.3% hits; HEK293T ELG1-luciferase reporter, luminescence, 16 h; Potency, µM (top dose mostly 46 µM), for inactives: at the top dose activity change, positive = activation, most hits filed as activators; note: potency is the fitted concentration of half-maximal effect; % of control where 0% means no effect; nearly all actives have a fitted effect of over 60% in size
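Screening used a luciferase reporter fused to human ELG1 in HEK293T cells. Luminescence was read on a CCD plate imager after 16 hr exposure and 30 min ONE-Glo incubation.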
Menin MLL FP TR = inhibitors of human menin-MLL interaction, mutant MLL peptide; Menin + Texas Red MLL mutant peptide, fluorescence polarization; Potency, µM (titrated, usually from 61.6 µM), for inactives: top-dose FP activity change, negative = inhibition, hits mostly inhibitors; AID 1768; 270,000 compounds, 0.23% hits; active = well fitted inhibition curve with a large enough effect in the polarisation, with a control signal flat, not every such curve was filed as active; inconclusive = small, poorly fitted or top-dose-only effect, or effect the other way, or a change in a side signal; inactive = no such curve, though single readings can be large or run the other way; the % refers to the polarisation; note: potency is the fitted concentration of half-maximal effect; % of control where 0% means no effect; many of its hits are not listed in these tables
Target sequence (O00255 whole entry, looked up): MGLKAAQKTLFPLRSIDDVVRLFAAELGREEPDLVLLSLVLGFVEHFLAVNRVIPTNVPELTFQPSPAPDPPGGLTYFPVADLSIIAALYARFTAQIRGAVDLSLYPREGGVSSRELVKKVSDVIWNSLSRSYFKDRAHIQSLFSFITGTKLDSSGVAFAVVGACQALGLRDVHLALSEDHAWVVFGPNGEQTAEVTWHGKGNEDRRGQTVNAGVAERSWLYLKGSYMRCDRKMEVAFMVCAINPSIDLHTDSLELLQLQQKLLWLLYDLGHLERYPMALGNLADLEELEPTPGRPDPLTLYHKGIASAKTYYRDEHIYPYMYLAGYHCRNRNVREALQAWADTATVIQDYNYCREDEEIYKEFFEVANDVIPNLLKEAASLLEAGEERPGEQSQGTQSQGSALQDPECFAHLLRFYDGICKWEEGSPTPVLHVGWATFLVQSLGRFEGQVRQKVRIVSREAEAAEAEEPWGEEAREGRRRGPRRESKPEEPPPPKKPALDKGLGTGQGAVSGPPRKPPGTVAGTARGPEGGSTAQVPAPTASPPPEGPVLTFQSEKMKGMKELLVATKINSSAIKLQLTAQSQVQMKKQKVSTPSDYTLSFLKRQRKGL
RORgamma inh = inhibitors of mouse ROR gamma transcriptional activity. Drosophila S2 Gal4-RORgamma UAS-luciferase reporter, 20 h. Potency, µM (titrated, usually from 53.6 µM), for inactives: top-dose activity change, negative = inhibition, actives largely listed as inhibitors. 310,000 compounds, 5.4% hits. AID 2551; note: potency is the fitted concentration of half-maximal effect; % is set by controls: 0 for no effect and ±100 for the full control effect; nearly all actives have a fitted effect of over 60% in size
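Read-out: Photinus luciferase luminescence; inhibitors lower reporter signal. Insect Schneider cells with Gal4-ROR gamma fusion under metallothionein promoter, UAS reporter; 700 uM final copper sulfate induction, 20 hr, ambient temperature.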
NPC1 prom act = activators of NPC1 promoter | Huh7 NPC1 promoter luciferase reporter, 24 h | AID 485313 | Potency, µM (highest dose often 9.22 µM), inactives show top-dose activation, usual class: activators | 320,000 compounds, 2.4% hits;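 note: potency is the fitted concentration of half-maximal effect; % of control where 0% means no effect; nearly all actives have a fitted effect of over 60% in size; reporter is driven by a mutant NPC1 promoter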
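Compounds in DMSO were transferred onto Huh7 NPC1-luciferase reporter cells pre-incubated 2 h; after 24 h at 37 °C, Amplite reagent was dispensed and luminescence recorded 10 min later.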
FLuc counter = firefly luciferase modulation, counter-screen for miR-21 project. P08659. purified FLuc, Km substrates, luminescence inhibition. Potency, µM (titrated, usually from 57.5 µM), inactives show top-dose activity change, negative = inhibition, usual class: inhibitors. 360,000 compounds, 6.9% hits. AID 588342;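 note: potency is the fitted concentration of half-maximal effect; plate controls were vehicle for no effect and reference inhibitor for full effect; nearly all actives have a fitted effect of over 55% in size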
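Biochemical qHTS of compounds, final roughly 60 µM downward over six points, against 10 nM purified firefly luciferase using Km concentrations of substrates (10 uM D-luciferin, 10 uM ATP) in Tris acetate pH 7.5 buffer; luminescence output.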
Rab9 promoter act = activates the Rab9 promoter; Huh7 Rab9 promoter-luciferase reporter, luminescence, 24 h; Potency, µM (titrated, usually from 9.22 µM), inactives show top-dose activation, negative = inhibition, actives largely listed as activators; 320,000 compounds, 2.8% hits; AID 485297; note: potency is the fitted concentration of half-maximal effect; % of control where 0% means no effect; nearly all actives have a fitted effect of over 60% in size
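Rab9 promoter-driven luciferase in stably transfected Huh7 cells; 1500 cells/well rested 2 h, exposed to compound in DMSO for 24 h at 37 °C, 5% CO2. Luminescence read 10 min after adding luciferase reagent at ambient temperature.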
Numbers without * were called inactive; ? = inconclusive; nt = not tested or not shown; & = joins results of further samples; [ ] = remark or other dose. Unless noted, calls come from the whole dose curve; as a rule, active = well fitted curve in the direction sought with a large enough effect; inconclusive = small, poorly fitted or top-dose-only effect, or another doubt; inactive = no such curve, though single readings can be large; an effect the other way counts as inactive or inconclusive. Only part of the results is shown, so the mix of outcomes need not match the whole.

Values run as follows: p53 reactivator | VP16 counter | PKM2 activator | Giardia killer | BRCA1 expr act | ELG1 genotox | Menin MLL FP TR | RORgamma inh | NPC1 prom act | FLuc counter | Rab9 promoter act
> Cc1cc(CN(C)C)c(O)c(C2(C)CCCCC2)c1
    -5% | 6% | 8% | -3 | -25% | 2% | 0% | -5% | -3% | -1% | 0%
> C=CC[N+](C)(C)c1ccc(CCC(=O)CCc2ccc([N+](C)(C)CC=C)cc2)cc1
    -1% | nt | nt | -15 | 0% | 8% | nt | nt | 0% | -1% | -3%
> O=C(O)c1ccc(CNC(=O)C23CC4CC(CC(C4)C2)C3)cc1
    0% | 9% | 0% | -3 | 3% | 1% | 154%[activator] | 9% | 2% | 3% | 2%
> O=C(NCc1cccs1)C1CCC(=O)N1C1CCCCC1 (stereo not drawn)
    2% | 0% | -4% | -6 | -4% | 0% | -9% | -5% | 3% | 1% | 5%
> COc1cc(C(=O)OCc2ccc([N+](=O)[O-])cc2)cc(OC)c1OC
    1% | -3% | -5% | 14 | -2% | 6% | -1% | -16% | 0% | 3% | -2%
> COc1ccc(C(=O)NN/C(C)=C/C(=O)c2ccccc2)cc1
    0% | 5µM* | -2% | -6 | -14% | 0% | -4% | 6.3µM* | 0% | -4% | 1%
> Cc1ccc(S(=O)(=O)N2CCC(NC(=O)C3CCCCC3)CC2)cc1
    7% | 7% | -12% | -17 | -4% | 8% | 20% | -2% | -2% | 1% | -4%
> COc1ccc(N2CCN(C(=O)CSc3nnc(-c4cccnc4)n3-c3ccccc3)CC2)cc1
    -8% | 12% | 6% | -11 | -8% | -2% | ? | 28% | -1% | -1% | 7%
> CCc1ccc(CN(C)C(=O)CCc2nnc(CCc3cccc(OC)c3)o2)nc1
    -2% | 5% | 16% | 1 | 9% | -5% | 3% | -19% | 0% | -1% | -4%
> CCCCCCSC1=C(C#N)C(c2ccccc2)CC(=O)N1 (stereo not drawn)
    3% | -9% | 0% | -4 | 0% | -1% | 54%[activator] | 19% | -3% | 9%[2.3 µM] | 1%
> CC(C)CNC(=O)N[C@@H](CC(C)C)C(=O)O
    -3% | -12% | 7% | 4 | 6% | -2% | nt | 34% | 1% | 2% | 1%
> Cc1ccc(NC(=O)CSC2=C(C#N)C(c3ccco3)CC(=O)N2)cc1 (stereo not drawn)
    4% | -15% | -6% | 31[activator] | 81% | 17% | 1% | 37% | 23% | -1% | ?
> Cc1cccc(N2C(=O)C3C4C=CC(C4)C3C2=O)c1 (stereo not drawn)
    0% | 2% | -6% | 13 | -2% | 2% | -2% | 23% | 0% | 0% | -3%
> O=C(COC(=O)c1ccc(O)cc1)Nc1cc(S(=O)(=O)N2CCOCC2)ccc1Cl
    -4% | nt | nt | -16 | -34% | 0% | nt | nt | 0% | -6% | -2%
> Cc1ccc2c(c1)cc(CN(Cc1ccco1)S(=O)(=O)c1ccccc1)c1nnnn12
    -1% | 4% | 0% | 7 | -25% | -7% | -6% | 9% | -4% | 8% | 5%
> Cc1ccc(NC(=O)CCC(=O)N2CCOc3ccccc32)c(Cl)c1
    -12% | -5% | 0% | 3 | 18% | 0% | -12% | -21% | 7% | -21%&-1% | -1%
> O=C(NCc1ccccc1)C(c1cccs1)N(C(=O)c1csnn1)C1CC1 (stereo not drawn)
    -3% | 0% | -4% | 17 | -5% | -5% | -2% | -4%[10 µM] | -3% | 1% | 2%
> O=C(COc1ccc2ccccc2c1)N1c2ccccc2Sc2ccccc21
    -5% | 0% | -3% | 0 | -53% | -5% | ? | -23% | -3% | -2% | 1%
> COC(=O)c1ccccc1NC(=O)CCn1c(=O)oc2ccccc21
    9% | 7% | -3% | -13 | 20% | 7% | nt | 3% | -3% | -1% | 4%
> CCc1cccc(NC(=O)c2ccc(Cn3nc(C)cc3C)o2)c1
    -9% | ? | 6% | 16 | 0% | -1% | 7% | ? | -1% | -14% | 2%
> Cc1nc(C)c(-c2csc(NCc3ccco3)n2)s1
    23% | -26% | 8% | 0 | ? | 13µM* | 8% | 12% | 29% | 15µM* | ?
> COc1ccc(-c2nn(-c3ccccc3)cc2C(=O)NCCCn2ccnc2)cc1
    -5% | 4% | 4% | -6 | -1% | -3% | 8%[11.7 µM] | 1% | -3% | -14% | 2%
> COc1cccc(NC(=O)COC(=O)COc2cccc3c2OC(C)(C)C3)c1
    6% | -4% | -6% | -8 | -17% | 3% | nt | 24% | 1% | 2% | 5%
> COc1ccc(C(=O)NC(=S)NNC(=O)c2ccc3ccccc3n2)cc1
    5% | -6% | -2% | 9 | -79% | ? | nt | 6% | -7% | -16% | -5%
> COc1ccc(CN2CCN(CC(=O)Nc3ccccc3C(=O)NC3CC3)CC2)cc1F
    -3% | nt | nt | 16 | 2% | -5% | nt | nt | -4% | -1% | 0%
> Cc1ccc(C(=O)N/C(=C/c2ccccc2F)C(=O)NCCCn2ccnc2)cc1
    1% | 9% | nt | -1 | 1% | 1% | nt | -10% | -1% | 1% | 3%
> Cc1cccc(N(CC(=O)NC2CCCC2)C(=O)c2nsc(Cl)c2Cl)c1C
    2% | -3% | -7% | 2 | -37% | -8% | ? | 12% | 0% | -2% | -9%
> CCOc1ccc(NC(=O)CC2SC(=O)N(c3ccccc3)C2=O)cc1 (stereo not drawn)
    25% | ? | 13% | 11 | 22% | 2% | ? | ? | 1% | ? | -1%
> Cn1c(-c2ccc(Cl)nc2)nc2cc(Cl)ccc21
    0% | -1% | nt | 4 | 17% | 0% | 3% | 37% | 3% | ? | -4%[1.84 µM]
> CC(=C/c1ccccc1)/C=N/NC(=O)c1cc(C)oc1C
    11µM* | ? | -6% | -20 | 71% | ? | -16% | 7.1µM* | ? | 1.3µM* | ?
> O=C(c1ccc2ccccc2c1)N1CCN(c2ccccn2)CC1
    -1% | 1% | 2%[11.5 µM] | -2 | 10% | -2% | ? | 12% | 0% | 0% | 7%
> S=c1[nH]c2cc(Cl)ccc2s1
    7% | ? | 4% | -5 | 0% | -2% | -8% | 13µM* | -4% | -16% | 3%
> COC(=O)C1Cc2ccccc2CN1S(=O)(=O)c1ccc(C)cc1 (stereo not drawn)
    nt | 7% | 1% | -26 | 2% | 0% | 3% | 0% | 3% | 4% | -1%
> CCOC(=O)c1c(C)c(C(=O)NC2CCCCCC2)c(C)n1C
    6% | 15% | -3% | 7 | 19% | 5% | -9% | 0% | 19% | 2% | 22%
> COc1ccc(NC(=O)C2CC2)cc1S(=O)(=O)N1CCOCC1
    7% | nt | nt | ? | 7% | -1% | nt | nt | 1% | 4% | -7%
> CCCOc1ccc(N2C(=O)CC(N3CCN(c4ccc([N+](=O)[O-])cc4)CC3)C2=O)cc1 (stereo not drawn)
    3% | ? | 8% | 8 | -9% | -7% | 47%[activator] | ? | -7% | -2% | -2%
> COc1cc(/C=N/NC2=NS(=O)(=O)c3ccccc32)cc(OC)c1OC
    -6% | -4% | nt | -1 | -3% | -3% | ? | -42% | -2% | ? | 0%
> CC(C)(NO)/C(=N/O)c1cccs1
    0% | 5% | 3% | -9 | -2% | 2% | -3% | -23%[10 µM] | -3% | 0% | -9%
> CCC1(c2ccccc2)NC(=O)N(CC(=O)Nc2nnc(C3CC3)s2)C1=O (stereo not drawn)
    -5% | 1% | -2% | 1 | -8% | 1% | 2% | ? | 1% | -1% | 0%
> CCN(CC)CCOC(=O)C1c2ccccc2Oc2ccccc21
    7% | -2% | -8% | -22 | -4% | 1% | ? | 20% | 0% | -2% | 2%
> Cc1nn(C)cc1/C=N\NC(=O)c1csc2c1CCCC2
    -11% | ? | 2% | 4 | 5% | 1% | -20% | ? | 3% | -18% | 15%
> Cc1ccc(OCC(=O)NCCS(=O)(=O)N2CCN(c3ccccc3)CC2)cc1
    -3% | nt | nt | 3 | -9% | -2% | nt | nt | -1% | 3% | 1%
> COc1ccccc1-n1nnnc1SC(C)C(=O)NC1CCCC1 (stereo not drawn)
    -3% | nt | nt | -4 | -23% | -3% | nt | nt | -1% | 8% | -3%
> CCCC(=O)NC(NC(=S)Nc1ccc(S(N)(=O)=O)cc1)C(Cl)(Cl)Cl (stereo not drawn)
    -5% | -3% | 1% | 2 | -10% | 0% | -1% | -3% | -5% | 0% | 1%
> CCOC(=O)N1CCN(C(=O)c2ccc(OC)c(S(=O)(=O)N3CCOCC3)c2)CC1
    7% | 1% | -2% | -2 | 0% | 0% | -2% | -3% | 0% | 0% | 1%
> C#CCOCCOCCOCCNc1nc(N2CCN(C(=O)CCCCCCCCCCNC(=O)[C@@H]([C@H](C)O)n3cc(C)nn3)CC2)nc(N2CCN(C(=O)CCCCCCCCCCNC(=O)[C@@H]([C@H](C)O)n3cc(C)nn3)CC2)n1
    ? | nt | nt | 5 | -54% | -2% | nt | nt | 0% | 0% | -4%
